Rtt109 Vps75 = inhibitors of C. albicans Rtt109/Vps75 HAT, primary screen, biochemical, ThioGlo CoA-SH fluorescence, plate reader; purified Rtt109/Vps75, 4 h; inhibition, % at 34.9 µM; hit rate 0.16% among 330,000; Histone acetyltransferase RTT109 (Candida albicans (strain SC5314 / ATCC MYA-2876)), …;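 active = inhibition of at least 50% in every replicate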
Target sequence (Q5AAJ8 whole entry, looked up): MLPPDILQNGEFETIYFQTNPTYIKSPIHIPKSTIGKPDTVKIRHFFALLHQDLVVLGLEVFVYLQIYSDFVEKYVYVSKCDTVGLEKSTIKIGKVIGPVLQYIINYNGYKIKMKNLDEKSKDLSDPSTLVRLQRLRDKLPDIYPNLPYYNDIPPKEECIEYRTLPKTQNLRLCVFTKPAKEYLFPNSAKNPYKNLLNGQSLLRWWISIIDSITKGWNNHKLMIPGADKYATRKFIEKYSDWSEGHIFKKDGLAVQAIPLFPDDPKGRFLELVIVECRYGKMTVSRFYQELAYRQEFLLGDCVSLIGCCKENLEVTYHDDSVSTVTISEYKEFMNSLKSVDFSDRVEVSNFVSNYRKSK
PvdQ acylase = P. aeruginosa PvdQ acylase inhibitors, primary screen, biochemical, fluorescence, plate reader and imaging, single point | inhibition, % at 10 µM | purified PvdQ acylase | hit rate 0.063% among 340,000; in the data active = inhibition above about 30%, passing the limit was not always enough;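 note: 0% = vehicle neutral wells and 100% = reference inhibitor wells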
DAGLB inhibitor = DAGLB lipase inhibitors, primary screen, biochemical, fluorescence, HTS | Diacylglycerol lipase-beta (Homo sapiens), Q8NCG7 | HEK293T DAGLB membrane lysate, EnzChek fluorogenic substrate | inhibition, % at 5.17 µM | hit rate 0.059% among 340,000; in the data active = inhibition above about 34%;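 note: 0% = enzyme with vehicle and 100% = wells lacking enzyme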
Target sequence (Q8NCG7 whole entry, looked up): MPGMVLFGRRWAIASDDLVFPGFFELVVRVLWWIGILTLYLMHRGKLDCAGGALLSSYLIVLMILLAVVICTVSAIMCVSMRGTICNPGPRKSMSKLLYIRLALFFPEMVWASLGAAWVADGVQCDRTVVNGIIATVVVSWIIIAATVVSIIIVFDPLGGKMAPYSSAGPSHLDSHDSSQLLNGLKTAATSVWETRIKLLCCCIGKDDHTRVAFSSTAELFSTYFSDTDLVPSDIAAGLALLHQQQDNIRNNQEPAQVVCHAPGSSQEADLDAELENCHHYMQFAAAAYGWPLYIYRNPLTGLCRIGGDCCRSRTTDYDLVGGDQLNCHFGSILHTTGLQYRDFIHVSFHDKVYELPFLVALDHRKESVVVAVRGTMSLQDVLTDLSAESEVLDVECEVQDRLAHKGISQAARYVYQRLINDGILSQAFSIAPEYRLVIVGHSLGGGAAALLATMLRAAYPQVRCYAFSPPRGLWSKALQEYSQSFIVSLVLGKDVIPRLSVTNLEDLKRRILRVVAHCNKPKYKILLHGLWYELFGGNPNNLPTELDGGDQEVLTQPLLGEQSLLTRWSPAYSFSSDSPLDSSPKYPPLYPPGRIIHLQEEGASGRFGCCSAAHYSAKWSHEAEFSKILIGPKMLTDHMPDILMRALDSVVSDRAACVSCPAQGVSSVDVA
phage Ecoli inh = growth loss of phage-infected E. coli, primary screen, RecBCD inhibitor project, absorbance, with phage, HTS | inhibition, % at 11.9 µM | hit rate 0.26% among 360,000 | AID 651602, 2012; in the data active = inhibition above about 11%
Wnt act = Wnt/beta-catenin pathway activators, primary screen, cell-based, plate reader, single point; hit rate 1.2% among 300,000; Wnt/beta-catenin reporter cell assay, activator; activation, % at 9.35 µM; in the data active = activation above about 30%, passing the limit was not always enough;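 note: 0% = neutral control wells and 100% = positive control wells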
AddAB inh = growth inhibition of E. coli expressing H. pylori AddAB, primary screen, AddAB inhibitor project, absorbance. inhibition, % at 11.9 µM. hit rate 0.29% among 330,000; in the data active = inhibition above about 12%;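 note: 0% = vehicle wells of infected cells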
Ecoli viability = E. coli V3065 growth inhibition, primary screen, counter-screen for AddAB inhibitor project, absorbance, OD600 | inhibition, % at 11.9 µM | hit rate 0.27% among 330,000 | AID 449728, 2010 | 18 h;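 active = inhibition above the campaign's mean inhibition across all tested compounds plus 3 SD, cut at about 9.9% in these data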;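 note: uninfected addAB+ strain grown without phage in ampicillin broth; 0% = DMSO wells and 100% = ciprofloxacin 0.95 µg/ml wells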
PfHsp90 set2 = growth inhibition of PfHsp90-expressing yeast, primary screen, antimalarial PfHsp90 inhibitor project, S. cerevisiae, BacTiter-Glo luminescence, single point, set 2 | BacTiter-Glo ATP, 48 h; yeast lacking PDR1 and PDR3 efflux regulators | inhibition, % at 9.4 µM | hit rate 0.32% among 310,000 | AID 504621, 2011;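 active = every replicate shows inhibition above about 80%, whatever the replicate mean, limit read from the data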;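 note: 0% = DMSO neutral controls and 100% = 20 µM radicicol positive controls; yeast relying on Plasmodium falciparum Hsp90 in place of its own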
CAL PDZ FP = CAL PDZ peptide-binding inhibitors, primary screen, biochemical, fluorescence polarization, Cer-tagged CAL PDZ, HTS; inhibition, % at 20 µM; AID 504414, 2011; Golgi-associated PDZ and coiled-coil motif-containing protein (Homo sapiens), Q9HD26; hit rate 0.02% among 330,000; purified CAL PDZ, TMR-peptide fluorescence polarization, 1 h;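 active = highest replicate inhibition of at least 40%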;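 note: plate controls were DMSO neutral control wells for no effect and unlabeled competitor peptide control wells for full effect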
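System: purified tagged CAL PDZ domain construct (CerCALP). Schedule: 1 h incubation at room temperature before polarization reading. Medium: 25 mM sodium phosphate pH 7.4, 150 mM NaCl, TCEP, IgG, Thesit. Read-out: percent inhibition from loss of millipolarization. Measured by: FP readout, S and P plane fluorescence. Probe or stimulus: fluorescent TMR peptide probe.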
Tat transport = E. coli Tat export inhibitors, primary screen, MC4100, TorA-mCherry reporter, fluorescence, single point | inhibition, % at 10 µM | hit rate 0.036% among 340,000;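 active = mean replicate inhibition at least 50% and at least half of replicates individually reaching 50%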;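 note: exported cargo escapes ClpAP degradation while cytoplasmic cargo is degraded and loses fluorescence; 0% = median of neutral control wells and 100% = median of NaSCN control wells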
* = called active by the depositor; / = not tested or not shown.

SMILES	Rtt109 Vps75	PvdQ acylase	DAGLB inhibitor	phage Ecoli inh	Wnt act	AddAB inh	Ecoli viability	PfHsp90 set2	CAL PDZ FP	Tat transport
Cc1ccsc1C(=O)N1CCN(C(=O)c2ccco2)CC1	-0.9	-10.7	-0.8	-0.7	-2.0	2.9	0.3	4.9	0.7	-4.9
CN(C)c1ccc(N/C=C/C(=O)c2ccccc2)cc1	-6.3	-9.3	12.9	3.2	/	1.3	0.2	2.4	1.1	-2.0
O=[N+]([O-])c1ccn(-c2nc(-c3ccccc3)cc(C(F)(F)F)n2)n1	-8.4	-17.0	1.7	0.1	0.8	-0.6	1.9	-0.6	-0.6	-5.9
O=C(O)CCCNS(=O)(=O)c1cccs1	-0.9	-4.4	-2.4	3.9	/	0.0	2.2	-2.6	1.4	-5.9
COc1ccccc1-c1nnn(CC#N)n1	/	-8.5	-3.9	1.8	0.7	2.3	1.2	0.4	-1.3	-2.2
COC(=O)COc1cccc2c(=O)n(CC(=O)Nc3ccc4c(c3)OCCO4)ccc12	14.2	18.7	-3.0	1.4	0.0	1.4	1.7	-8.4	-0.9	1.0
O=C(O)CCC(=O)Nc1ccc(S(=O)(=O)Nc2nccs2)cc1	7.1	-7.1	1.8	3.5	-1.2	-4.6	-1.8	12.4	0.3	0.0
Nc1ncnc2nc(Sc3ccc(Cl)cc3)[nH]c12	-3.1	-10.2	1.9	2.5	-3.4	3.2	-1.6	-4.4	-0.5	-8.1
COC(C(=O)Nc1ccc(F)cc1F)c1ccccc1 (configuration not stated)	-6.3	5.2	1.5	1.8	-1.6	-3.6	-2.2	-3.1	-1.5	2.8
COc1cc(NC(=O)c2cccnc2SC)cc(OC)c1OC	-3.4	-8.2	2.2	2.1	-2.2	2.9	-2.4	8.3	-2.0	1.6
COc1ccc(C2=NN3C(=O)c4c(ccc(OC)c4OC)C3C2)cc1 (configuration not stated)	32.6	7.2	1.6	3.8	/	0.8	3.4	10.2	0.0	-7.3
COC(=O)CCC(=O)OC1(C)C(=O)C2=CN(CCc3c[nH]c4ccccc34)C(c3ccc(OC)cc3)=CC2=C(Br)C1=O (configuration not stated)	4.5	-10.2	8.0	/	/	1.3	-1.2	-8.8	-0.8	5.1
O=C(CN1C(=O)NC2(CCCC2)C1=O)Nc1ccc(F)c(F)c1F	4.2	-14.2	3.6	0.2	-5.8	4.0	5.2	/	34.1	1.5
Cc1ccc(Cl)cc1NC(=O)COC(=O)CSc1ccccc1	1.7	20.4	-3.7	3.6	-3.9	1.6	1.4	-14.4	-0.8	1.7
CC(=O)OC(C(=O)NCc1ccc2c(c1)OCO2)c1ccccc1Cl (configuration not stated)	2.6	4.3	0.4	1.4	/	-1.4	-1.1	4.9	-2.3	-8.9
COCCN(C(=O)c1ccc2c(c1)S(=O)(=O)N=C1CCCCCN12)c1c(N)n(CC(C)C)c(=O)[nH]c1=O	-5.1	-11.9	0.4	-0.8	-0.5	/	/	/	0.2	2.0
CS(=O)(=O)Nc1ccccc1C(=O)OCC(=O)N1CCC(c2ccccc2)=N1	-9.1	-1.5	-0.7	0.8	0.2	0.4	-2.2	-3.4	-1.2	10.7
COc1ccc(C)cc1NC(=O)C1CC(=O)N(CCc2ccccc2)C1 (configuration not stated)	-4.9	-7.6	1.8	1.1	-0.1	0.8	-1.6	7.6	0.9	-4.4
CCCSC1=C(C#N)C(c2cc(OC)ccc2OC)CC(=O)N1 (configuration not stated)	-14.4	-9.7	2.0	2.2	1.5	1.6	-0.3	3.2	-2.1	-0.2
NS(=O)(=O)c1ccc(CCNC(=O)c2ccccc2F)cc1	9.6	2.6	-1.9	1.9	/	-1.0	-1.9	/	0.9	-3.3
O=C(CCC1CC(=O)Nc2ccccc21)NCc1ccc(F)cc1 (configuration not stated)	-4.7	-16.2	-2.3	0.7	-1.1	1.6	-1.2	-16.6	-1.4	-6.8
O=S(=O)(c1ccc(-c2nnco2)cc1)N1CCCCC1	-0.1	-12.7	0.0	-1.4	-0.7	3.1	0.4	8.3	-0.2	-3.6
COc1cccc(C2=NOC(C(=O)NC(C)(C)C)C2)c1 (configuration not stated)	1.4	-7.0	-4.2	0.6	-2.0	1.4	0.0	17.1	-0.6	-7.5
CCc1c(C)sc(NC(=S)N2CC(C)OC(C)C2)c1C(=O)OC (configuration not stated)	4.9	-7.3	-11.1	2.7	-1.9	-0.5	0.5	-10.4	1.2	5.8
Cc1ccc(S(=O)(=O)NCCC(=O)N2CCC(C)CC2)cc1	-0.1	-13.6	-0.8	1.5	6.2	2.6	1.1	1.7	-0.5	-21.2
COc1ccc(CCNC(=O)C2CCCN(c3ncnc4c3nc3n4CCCCC3)C2)c(OC)c1 (configuration not stated)	0.4	5.3	0.3	2.0	-2.2	-0.6	-2.6	-4.9	0.4	1.7
COc1ccccc1NC(=O)CN1C(=O)CSC(C)C1=O (configuration not stated)	-1.7	-2.1	1.1	4.7	/	4.9	-2.2	3.8	-1.9	-7.2
O=c1cc(Cl)[nH]c(=O)n1Cc1ccccc1	3.5	-14.6	-0.3	-0.7	1.1	-1.2	-0.9	7.2	-1.7	-6.8
COCCCNC(=S)Nc1ccc(C)cc1[N+](=O)[O-]	-4.0	-10.8	0.9	3.6	2.3	3.4	2.1	14.9	-0.2	2.6
Cc1ccccc1OCC(=O)NC(=S)Nc1ccc(N2CCOCC2)c(Cl)c1	-1.9	-4.7	-3.6	1.0	/	2.0	1.8	-10.1	-2.9	12.1
COc1ccc(-c2nnc(SCC(=O)c3cccs3)n2-c2ccc(Cl)cc2)cc1	-8.1	-13.9	-1.0	2.6	/	0.1	-2.4	16.8	-2.7	-2.7
O=[N+]([O-])c1ccc(CSc2ccc(S(=O)(=O)N3CCCC3)cn2)cc1	-8.3	-19.5	-3.6	/	/	-0.9	0.0	-7.1	-0.5	-8.0
CCOC(=O)CSc1nc2sc(C(=O)O)c(C)c2c(=O)[nH]1	-4.2	-9.3	-0.2	0.8	-4.1	0.4	-0.7	-12.4	-1.8	0.6
CNc1nc(Cl)nc(Nc2ccccc2)n1	/	1.7	-0.6	2.4	8.2	0.7	1.3	9.8	-0.5	-17.7
CCOc1ccc(NC(=O)c2ccc3c(c2)CCN3S(C)(=O)=O)cc1	-0.4	-12.1	-0.7	1.3	-0.9	4.0	0.4	-9.1	2.6	1.4
O=C(OCC(=O)c1cccs1)c1ccc([N+](=O)[O-])o1	-6.2	-8.4	-0.2	3.0	0.5	16.4*	3.4	-13.9	0.8	3.0
Cc1cc(Cl)c2oc(C(=O)NC3CCC(O)CC3)c(C)c2c1 (configuration not stated)	27.3	0.4	-2.5	0.3	7.2	2.4	-4.1	7.5	-1.8	-2.0
COc1ccc(C(=O)COc2ccccc2C(=O)Nc2ccccc2)cc1	7.8	-1.6	-5.8	1.9	-1.0	0.5	-1.7	/	-1.6	6.2
Clc1cccc2sc(N3CCCCC3)nc12	-13.7	11.1	-6.1	4.2	/	1.3	-2.3	/	/	3.6
CCn1cc(/C=N/NC(=O)COc2cccc3cccnc23)c2ccccc21	3.5	2.3	1.1	-1.2	-4.4	-0.2	1.5	-6.8	-2.5	-0.1
COc1cc2cc(Oc3ccc4ccc(=O)oc4c3)c(=O)oc2cc1OC(=O)/C=C/c1ccccc1	3.6	0.1	-0.4	2.7	-4.5	3.6	-0.9	/	-1.1	1.3
Cc1cccc(NS(=O)(=O)c2cc(OCC(N)=O)c(C)cc2Cl)c1	11.7	-0.1	2.5	2.7	0.2	-1.9	0.3	-3.6	-0.6	8.1
Cc1cc(C(=O)NC2=NCCS2)cs1	-4.5	-12.9	-0.6	2.7	/	3.0	1.0	-3.0	-1.4	-0.8
COc1ccc(C(CC(=O)O)NC(=O)c2ccccc2[N+](=O)[O-])cc1 (configuration not stated)	4.8	-4.0	2.8	0.0	-4.3	3.0	-2.0	-5.5	-0.5	1.3
C[n+]1cccc(C(=O)Nc2ccccc2)c1	1.6	-8.4	2.6	2.8	6.6	-0.7	0.3	-53.3	-0.7	2.7
CCC(=O)NCc1ccc2[nH]c(C)cc2c1	2.5	-4.4	0.0	3.1	-1.6	1.4	2.0	25.7	0.4	-1.9
Cc1cc(=O)[nH]c(/N=C(\N)Nc2cccc3ccccc23)n1	-4.5	-8.1	-0.6	-0.2	/	-0.5	-0.4	-8.9	-2.4	-5.3
Clc1ccccc1OCc1nnc(-c2ccccc2Br)o1	-0.8	-8.0	-13.2	0.3	/	-4.0	0.6	-19.2	/	8.1
Cn1c(N)c(C(=O)COC(=O)c2cccc(S(=O)(=O)NCc3ccccc3)c2)c(=O)n(C)c1=O	6.4	-14.3	-1.6	0.5	-6.1	1.0	1.3	32.1	-1.7	1.6
CC1CCCC(NC(=O)NC(=O)CCl)C1C (configuration not stated)	/	-8.2	3.6	3.2	-5.4	-1.5	1.9	-17.9	-2.5	5.2
NC(=O)CC(NC(=O)c1ccccc1)c1ccc(NC2CCCCCCC2)c([N+](=O)[O-])c1 (configuration not stated)	-1.5	-9.3	13.9	1.7	-5.2	3.1	-4.3	-25.9	-1.0	-6.4
O=C(N/C(=C/c1ccc(Br)cc1)C(=O)N1CCOCC1)c1ccc(Br)o1	1.8	-12.2	3.6	-0.8	5.0	-2.4	-0.5	1.1	-2.5	-5.9

Pulled by structure from the list above, 2 records:
SMILES	Rtt109 Vps75	PvdQ acylase	DAGLB inhibitor	phage Ecoli inh	Wnt act	AddAB inh	Ecoli viability	PfHsp90 set2	CAL PDZ FP	Tat transport
Clc1ccccc1OCc1nnc(-c2ccccc2Br)o1	-0.8	-8.0	-13.2	0.3	/	-4.0	0.6	-19.2	/	8.1
O=C(CCC1CC(=O)Nc2ccccc21)NCc1ccc(F)cc1 (configuration not stated)	-4.7	-16.2	-2.3	0.7	-1.1	1.6	-1.2	-16.6	-1.4	-6.8

Of the compounds above, 7 have an NH in an aromatic ring:
SMILES	Rtt109 Vps75	PvdQ acylase	DAGLB inhibitor	phage Ecoli inh	Wnt act	AddAB inh	Ecoli viability	PfHsp90 set2	CAL PDZ FP	Tat transport
Nc1ncnc2nc(Sc3ccc(Cl)cc3)[nH]c12	-3.1	-10.2	1.9	2.5	-3.4	3.2	-1.6	-4.4	-0.5	-8.1
COC(=O)CCC(=O)OC1(C)C(=O)C2=CN(CCc3c[nH]c4ccccc34)C(c3ccc(OC)cc3)=CC2=C(Br)C1=O (configuration not stated)	4.5	-10.2	8.0	/	/	1.3	-1.2	-8.8	-0.8	5.1
COCCN(C(=O)c1ccc2c(c1)S(=O)(=O)N=C1CCCCCN12)c1c(N)n(CC(C)C)c(=O)[nH]c1=O	-5.1	-11.9	0.4	-0.8	-0.5	/	/	/	0.2	2.0
O=c1cc(Cl)[nH]c(=O)n1Cc1ccccc1	3.5	-14.6	-0.3	-0.7	1.1	-1.2	-0.9	7.2	-1.7	-6.8
CCOC(=O)CSc1nc2sc(C(=O)O)c(C)c2c(=O)[nH]1	-4.2	-9.3	-0.2	0.8	-4.1	0.4	-0.7	-12.4	-1.8	0.6
CCC(=O)NCc1ccc2[nH]c(C)cc2c1	2.5	-4.4	0.0	3.1	-1.6	1.4	2.0	25.7	0.4	-1.9
Cc1cc(=O)[nH]c(/N=C(\N)Nc2cccc3ccccc23)n1	-4.5	-8.1	-0.6	-0.2	/	-0.5	-0.4	-8.9	-2.4	-5.3
